High-throughput results from PubChem BioAssay.
thrombin 1536: human alpha-thrombin inhibitors, primary screen, counter-screen for coagulation protease inhibitor project, biochemical, 1536-well, fluorogenic AMC substrate | Prothrombin (Homo sapiens), P00734 | Boc-VPR-AMC fluorogenic substrate cleavage | inhibition, % at 5 µM | 220,000 tested, 0.26% active | AID 1046, 2008;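 active = inhibition at or above 40%; inactive = inhibition below 40%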;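 also: 0% = enzyme with no compound and 100% = wells without enzyme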
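System – human alpha-thrombin protein · Reagent – Boc-VPR-AMC substrate, 15 µM final · Compound – 5 µM single dose in 0.2% DMSO · Schedule – reaction at room temperature · Technique – AMC fluorescence at 355 nm excitation and 460 nm emission · Read-out basis – % inhibition relative to enzyme controls and enzyme-free blanks · Control set – no-compound enzyme wells and no-enzyme blanks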
Cl transport mod: KCC2 cotransporter modulators, thallium flux, primary screen, cell-based, HEK293 KCC2, FluoZin-2 fluorescence, MLSMR; KCC2 cells, thallium flux FluoZin-2 fluorescence; B-score of Tl+ flux slope (higher = more flux/activation; lower = inhibition) at 10 µM; 190,000 tested, 2.2% active; AID 1456, 2008;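 active = thallium flux slope and its plate-corrected score both differing from the plate sample mean at a set confidence after two filtering rounds, in either direction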;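 also: slope of fluorescence scaled to starting intensity during 10 to 20 s after thallium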
Furin inh: human furin inhibitors, primary screen, biochemical, fluorescence intensity; AID 463115, 2010; P09958; inhibition, % at 30 µM; purified furin, fluorogenic substrate cleavage; 220,000 tested, 0.061% active; in the data active = inhibition above about 25%; also: inactives centre near -15
FXIIa inh 1536: human FXIIa protease inhibitors, primary screen, biochemical, 1536-well; 220,000 tested, 0.3% active; AID 800, 2007; Coagulation factor XII (Homo sapiens), P00748; purified FXIIa, Boc-QGR-AMC fluorogenic substrate, 2 h; inhibition, % at 5 µM; in the data active = inhibition above about 40%;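 also: 0% = enzyme with no compound and 100% = blank without enzyme; many of its hits are not listed in these tables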
Target sequence (P00748 20-372 limits assumed): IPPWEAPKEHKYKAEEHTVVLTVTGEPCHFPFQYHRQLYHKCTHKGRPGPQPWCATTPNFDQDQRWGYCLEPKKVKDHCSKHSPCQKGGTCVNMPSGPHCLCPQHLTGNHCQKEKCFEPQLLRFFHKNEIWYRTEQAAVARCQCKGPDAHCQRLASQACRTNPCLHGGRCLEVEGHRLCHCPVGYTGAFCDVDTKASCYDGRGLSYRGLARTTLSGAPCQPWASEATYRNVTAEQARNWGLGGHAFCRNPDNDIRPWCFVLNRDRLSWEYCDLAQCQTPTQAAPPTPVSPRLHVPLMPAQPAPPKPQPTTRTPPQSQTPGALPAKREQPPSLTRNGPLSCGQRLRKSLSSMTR
Target sequence (P00748 373-615 limits assumed): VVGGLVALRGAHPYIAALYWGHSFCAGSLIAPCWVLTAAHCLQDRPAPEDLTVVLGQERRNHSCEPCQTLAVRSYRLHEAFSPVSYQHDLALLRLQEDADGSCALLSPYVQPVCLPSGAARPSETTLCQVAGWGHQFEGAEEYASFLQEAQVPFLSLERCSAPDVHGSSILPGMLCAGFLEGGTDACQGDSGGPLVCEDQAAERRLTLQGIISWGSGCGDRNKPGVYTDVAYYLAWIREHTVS
FXIa inh 1536: human FXIa protease inhibitors, primary screen, biochemical, 1536-well | AID 798, 2007 | purified FXIa, Boc-Glu-Ala-Arg-AMC fluorogenic substrate | 220,000 tested, 0.14% active | inhibition, % at 5 µM;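 active = inhibition of at least 40%; inactive = inhibition below 40%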;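 also: fluorescence of freed AMC excited at 355 nm; 0% = enzyme without compound and 100% = no enzyme blank; many of its hits are not listed in these tables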
PERK inh: block of dimerizer-induced PERK translation repression, primary screen, PERK inhibitor project, CHO PERK-DD cells, SEAP luminescence, HTS; CHO PERK-DD fusion, SEAP luminescence translation reporter; Eukaryotic translation initiation factor 2-alpha kinase 3 (Homo sapiens), Q9NZJ5; AID 1416, 2008; 220,000 tested, 0.17% active; inhibition, % at 5.6 µM;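 active = inhibition above the mean inhibition of all tested compounds plus 3 SD, set separately per screening campaign, cut at about 2.9% in these data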;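 also: PERK kinase domain activated by AP20187 dimerizer at 100 nM; 0% = DMSO with dimerizer and 100% = rapamycin at 8.4 µM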
p97 inhibitor: inhibitors of human p97 ATPase, primary screen, biochemical | recombinant p97 ATPase, Kinase-Glo ATP luminescence, 3 h | AID 1481, 2009 | inhibition, % at 8 µM | 220,000 tested, 0.42% active | Transitional endoplasmic reticulum ATPase (Homo sapiens), P55072; in the data active = inhibition above about 15%;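 also: 0% = DMSO vehicle and 100% = wells lacking enzyme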
Wee1 stabilizer: Wee1 degradation inhibitors, primary screen, cell-based, HeLa, Wee1K328M-luciferase, luminescence. Wee1-like protein kinase (Homo sapiens), P30291. HeLa Luc-Wee1K328M stability; 100% = proteasome inhibitor MG132 effect. reporter increase, % at 5 µM. 220,000 tested, 1.2% active;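 active = activation above the mean of all tested compounds plus 3 SD, set per screening run, cut at about 8.8% in these data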;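 also: cells exposed to compound for 20 h before luminescence read; 0% = DMSO alone and 100% = MG132 at 30 µM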
hK5 inh: human KLK5 protease inhibitors, primary screen, biochemical, 1536-well; inhibition, % at 5 µM; AID 873, 2007; recombinant hK5, fluorogenic AMC substrate cleavage; 210,000 tested, 0.59% active; Kallikrein-5 (Homo sapiens), Q9Y337;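 active = inhibition of 40% or more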;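 also: 0% = enzyme controls without compound and 100% = no-enzyme blanks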
Target sequence (Q9Y337 67-293 limits assumed): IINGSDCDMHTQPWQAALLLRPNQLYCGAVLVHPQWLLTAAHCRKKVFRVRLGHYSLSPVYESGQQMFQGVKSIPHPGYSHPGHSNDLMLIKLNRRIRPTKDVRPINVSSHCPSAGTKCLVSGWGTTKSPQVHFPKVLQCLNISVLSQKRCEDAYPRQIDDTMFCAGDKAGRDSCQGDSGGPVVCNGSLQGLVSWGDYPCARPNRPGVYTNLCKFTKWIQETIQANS
* = called active by the depositor; x = not tested or not shown; [ ] = another dose, or the depositor's remark.

SMILES | thrombin 1536 | Cl transport mod | Furin inh | FXIIa inh 1536 | FXIa inh 1536 | PERK inh | p97 inhibitor | Wee1 stabilizer | hK5 inh
Nc1ccc(SCc2nc3cccc4c3n2CCC4)cc1 | 1 | 0.3 | 1 | 8 | 2 | -1.2 | 0 | -2 | 3
CCC(=O)Nc1c(C)n[nH]c1C | -7 | 0.15 | -11 | 7 | 4 | 0.2 | 3 | -2 | -14
Cc1cc(NC(=O)c2cc(-c3ccco3)on2)n(-c2ccccc2)n1 | -3 | 0.62 | -14[20 µM] | 8 | 4 | -0.1 | 1 | 1 | -18
Cc1ccc(OCCC(=O)OCC(=O)Nc2cc(S(=O)(=O)N(C)C)ccc2C)cc1 | x | 0.096 | -30 | 6 | 3 | 0.5 | 4 | -1 | -1
O=c1[nH]c(CN2CCN(Cc3ccccc3)CC2)nc2scc(-c3ccccc3)c12 | 1 | -0.65 | -21 | 9 | 1 | -0.4 | -4 | 0 | 0
O=C(/C=N/O)Nc1ccc2sc3ccccc3c2c1 | -4 | -0.66 | -14 | 1 | 0 | -0.2 | 12 | -5 | -1
CC1CCC(NC(=O)c2cc3c(=O)n(C)c4ccccc4c3n2C)CC1 (stereo not drawn) | -6 | -2.6 | -2 | 11 | 3 | 0.6 | 1 | 2 | -18
CCN1CCN(c2ccc([N+](=O)[O-])cc2S(=O)(=O)N2CCOCC2)CC1 | -2 | -0.74 | -28 | x | 0 | -0.1 | 1 | 11* | 3
CC(O)CCC(=O)NNC1=CC(=O)CC(C)(C)C1 (stereo not drawn) | -2 | -0.47 | -28 | 9 | -2 | 0.6 | 1 | 0 | -7
O=C(c1nc2nc(-c3ccccc3)cc(C(F)(F)F)n2n1)N1CCCCC1 | 22 | 0.41 | -20[20 µM] | 16 | 13 | -0.9 | 5 | -1 | 64*
COc1ccc(C(=O)c2cc(C(C)=O)c(Nc3ccccc3)s2)cc1 | -2 | 0.068 | 7 | 14 | 5 | 0.7 | 2 | -1 | -13
O=C(Cc1n[nH]c(=O)[nH]c1=O)N/N=C/c1ccccc1O | 3 | 0.68 | -17[20 µM] | 6 | 7 | 0.9 | 0 | 1 | -131
CC1(C)OC(=O)N2CCc3ccccc3C21C (stereo not drawn) | -5 | 1.3 | -20[20 µM] | 1 | -2 | 1.3 | 3 | -1 | -8
CC(C)NCC(O)COc1c(F)cc(Br)cc1F (stereo not drawn) | 4 | -0.61 | -23 | 10 | 0 | -0.2 | 6 | 0 | -3
O=C(Nc1ccc(F)cc1F)C1(c2cccs2)CCOCC1 | 0 | 0.9 | -25 | 5 | -5 | 0.1 | -1 | 1 | -11
Fc1ccc(Cn2nnnc2CN2CCN(C3CCCCC3)CC2)cc1 | -5 | -0.068 | -15 | 5 | -7 | -0.5 | -5 | -2 | 10
CN1CCN(S(=O)(=O)c2ccc3ccccc3c2)CC1 | -2 | 0.014 | -34 | 10 | 5 | -0.2 | 2 | -3 | 1
COc1ccc2ccc(=O)oc2c1CC(O)C(C)(C)O (stereo not drawn) | 5 | -0.0038 | -76 | 11 | 4 | x | x | x | 4
O=C(CN1C(=O)CSc2ccccc21)Nc1ccccc1C(=O)N1CCOCC1 | -1 | 1.2 | -18 | 14 | 0 | -0.3 | 1 | -2 | 4
Cc1ccc(C)c(NC(=O)Cn2nc([N+](=O)[O-])c(Br)c2C)c1 | -3 | -0.33 | -8 | 1 | -2 | -0.5 | 2 | -1 | -51
COc1ccccc1NC(=O)Cn1nnc(-c2ccccc2NC(=O)c2cccs2)n1 | 4 | x | -12 | 3 | 0 | 0.8 | 5 | 1 | 4
COc1ccc([N+](=O)[O-])cc1NC(=O)CCN1CCN(c2ccccc2OC)CC1 | -9 | 0.015 | -10 | 12 | 5 | -0.2 | 4 | -1 | -6
COc1ccc(C(=O)On2c(-c3ccc(Br)cc3)nc3ccccc3c2=O)cc1 | -7 | 5.8* | -23 | 0 | -6 | 0.5 | 4 | 1 | -29
CN(C)S(=O)(=O)c1ccc(C(=O)OCC(=O)NCc2ccco2)cc1 | 1 | 0.35 | -16 | 12 | 3 | 0.3 | 2 | -1 | 0
NC1=NC(=O)/C(=C/c2cn(CCC(=O)O)nc2-c2ccc(F)cc2)S1 | -5 | 0.77 | -7 | -3 | -1 | 0.0 | -2 | -1 | 11
S=C(Nc1ccccc1)Nc1nc2ccccc2n1CCOc1ccc(Br)cc1 | 5 | 3.4* | -8 | 6 | 5 | 0.0 | 0 | 0 | -72
CC(Cc1ccccc1)NC(=O)C1CCCNC1=O (stereo not drawn) | -19 | -0.96 | -16[20 µM] | 24 | -7 | 1.3 | -1 | 2 | -23
O=C1CCc2cc(S(=O)(=O)N3CCC(C(=O)NC4CCCC4)CC3)ccc2N1 | 2 | x | -35 | 7 | -2 | 0.9 | 4 | 0 | 4
Cc1onc(-c2ccccc2)c1C(=O)N/N=C/C=C/c1ccccc1 | -9 | 0.016 | 2 | 2 | 0 | -0.9 | 0 | 0 | 22
CCCCn1c(N)c(N(CCC(C)C)C(=O)CSc2nnc(Nc3ccccc3)s2)c(=O)[nH]c1=O | -2 | -0.15 | -44 | 9 | -2 | 0.3 | 3 | 6 | -6
Cc1cc(C)c2c(=O)[nH]cnc2n1 | -5 | 2 | -5 | 10 | -1 | 0.2 | -4 | 3 | 16
CC(C)c1ccc(C(=O)NNC(=O)C2CC=CCC2C(=O)O)cc1 (stereo not drawn) | 27 | -0.27 | -9 | 36 | 14 | 0.6 | -6 | 0 | -11
Cc1ccc(OCC(=O)N2CCOCC2)cc1C | -2 | 0.43 | -17 | 6 | 5 | 1.5 | 3 | -1 | -9
CC(Oc1ccccc1)C(=O)Nc1ccccc1F (stereo not drawn) | -6 | 1.6 | -16[20 µM] | -1 | 4 | 1.0 | 3 | 2 | -5
CSc1nc2ccc(NC(=O)C3CC(=O)N(Cc4ccco4)C3)cc2s1 (stereo not drawn) | -1 | -0.15 | -8 | 11 | -4 | -0.5 | 0 | 4 | -14
O=C(NCc1csc(-c2ccccc2)n1)c1cc(F)cc2c1OCOC2 | -2 | -3.8* | -16 | 6 | 5 | -1.3 | 5 | 15* | 4
O=C(COC(=O)c1ccc(Cl)cc1O)NC(=O)C1CCCCC1 | 3 | 0.66 | -11 | 10 | -4 | 0.9 | -2 | 0 | -9
CCOC(=O)C1=C(C)N=C2SCCC(=O)N2C1c1cc(Br)ccc1OC (stereo not drawn) | x | -0.31 | -24[20 µM] | x | x | 0.7 | 2 | 0 | x
COc1ccc(C(=O)NCC(=O)NCC2(N(C)C)CCCCC2)cc1OC | -3 | -0.14 | -18[20 µM] | 6 | -1 | 0.2 | 2 | 1 | -26
O=C(OCCCN=C1NS(=O)(=O)c2ccccc21)c1ccc(F)cc1 | 7 | -0.15 | -24[20 µM] | 15 | 3 | 0.0 | 3 | -1 | 8
CN(C)CCNc1nc2sc3c(c2c(=O)n1-c1ccc(F)cc1)CCCCC3 | -10 | 1.1 | -4 | 7 | -3 | 0.0 | -2 | 3 | -9
Cc1c(/C=N/n2cnnc2)c2ccccc2n1C | -6 | x | -9 | 5 | -2 | 1.5 | 5 | 1 | 19
CCOC(=O)CNC(=O)CSc1nnc(NC(=O)c2ccccc2Cl)s1 | -9 | -0.44 | -24 | 0 | -5 | 1.3 | 1 | 4 | -5
c1ccc(-c2nc(-c3ccncc3)no2)cc1 | -2 | 0.22 | -22[20 µM] | 11 | 5 | 1.4 | 2 | -1 | -22
Cc1ccc(NC(=O)c2cccc(NC(=O)/C=C/c3ccco3)c2)cc1C | -1 | -1.1 | -6 | 8 | 17 | 0.3 | 3 | 8 | -7
COc1ccc(OC)c(C2=NO[C@@H]3C(=O)N(c4cc(Cl)ccc4OC)C(=O)[C@H]23)c1 | -4 | x | -23 | 2 | -10 | 0.8 | 12 | -3 | -27
COC(=O)c1cc2occc2n1Cc1nc(-c2ccccc2C)oc1C | 0 | 0.57 | -15 | 9 | 3 | 1.4 | -1 | 1 | -12
O=c1cc(-c2ccccc2Cl)oc2c(NS(=O)(=O)c3ccccc3OC(F)(F)F)ccc(O)c12 | -2 | 1.6 | -16 | 4 | 0 | x | x | x | 0
COc1ccccc1C(=O)Nc1ccccc1SC | 0 | x | -9[20 µM] | -4 | 4 | 1.1 | 7 | 3 | 0

Structural class, the compounds so far containing fluorine
SMILES | thrombin 1536 | Cl transport mod | Furin inh | FXIIa inh 1536 | FXIa inh 1536 | PERK inh | p97 inhibitor | Wee1 stabilizer | hK5 inh
O=C(c1nc2nc(-c3ccccc3)cc(C(F)(F)F)n2n1)N1CCCCC1 | 22 | 0.41 | -20[20 µM] | 16 | 13 | -0.9 | 5 | -1 | 64*
CC(C)NCC(O)COc1c(F)cc(Br)cc1F (stereo not drawn) | 4 | -0.61 | -23 | 10 | 0 | -0.2 | 6 | 0 | -3
O=C(Nc1ccc(F)cc1F)C1(c2cccs2)CCOCC1 | 0 | 0.9 | -25 | 5 | -5 | 0.1 | -1 | 1 | -11
Fc1ccc(Cn2nnnc2CN2CCN(C3CCCCC3)CC2)cc1 | -5 | -0.068 | -15 | 5 | -7 | -0.5 | -5 | -2 | 10
NC1=NC(=O)/C(=C/c2cn(CCC(=O)O)nc2-c2ccc(F)cc2)S1 | -5 | 0.77 | -7 | -3 | -1 | 0.0 | -2 | -1 | 11
CC(Oc1ccccc1)C(=O)Nc1ccccc1F (stereo not drawn) | -6 | 1.6 | -16[20 µM] | -1 | 4 | 1.0 | 3 | 2 | -5
O=C(NCc1csc(-c2ccccc2)n1)c1cc(F)cc2c1OCOC2 | -2 | -3.8* | -16 | 6 | 5 | -1.3 | 5 | 15* | 4
O=C(OCCCN=C1NS(=O)(=O)c2ccccc21)c1ccc(F)cc1 | 7 | -0.15 | -24[20 µM] | 15 | 3 | 0.0 | 3 | -1 | 8
CN(C)CCNc1nc2sc3c(c2c(=O)n1-c1ccc(F)cc1)CCCCC3 | -10 | 1.1 | -4 | 7 | -3 | 0.0 | -2 | 3 | -9
O=c1cc(-c2ccccc2Cl)oc2c(NS(=O)(=O)c3ccccc3OC(F)(F)F)ccc(O)c12 | -2 | 1.6 | -16 | 4 | 0 | x | x | x | 0
